High-throughput results deposited in PubChem BioAssay by several laboratories.
Efflux pump inh: blocks antifungal efflux pumps in multiplex yeast assay; S. cerevisiae Candida pump triplex, Nile Red efflux; inhibition, % at 10 µM; actives 0.44% (n = 330,000);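 active = plate passing quality check with inhibition over a set limit, or well fluorescence over plate mean plus 4 SD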;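 also: Nile Red retained in pooled yeast measured as flow cytometry median fluorescence; 0% = buffer negative control and 100% = Enniatin B positive control; higher means more Nile Red kept so more efflux inhibition; some compounds called inactive have numbers as strong as hits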
Fam108B inh: Fam108B inhibition, counter-screen for RBBP9 inhibitors | actives 0.33% (n = 300,000) | inhibition, % at 9.51 µM | recombinant Fam108B, FP-Rh probe fluorescence polarization;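 active = inhibition above the screen mean inhibition plus 3 SD, computed separately per campaign, cut at about 18% in these data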;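 also: inhibitors lower polarization as less probe binds the enzyme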
VLA-4 inh: inhibition in a human VLA-4 binding assay | VLA-4 expressing cells, ligand binding flow cytometry | inhibition, % (about 7 µM as worked out from the volumes in the protocol) | AID 2557 | P13612 | actives 0.2% (n = 330,000); in the data active = inhibition above about 50%
Bcl-xL primary: Bcl-xL (human) inhibition. inhibition, % at 10.9 µM. actives 0.7% (n = 320,000). GST-Bcl-xL / FITC-Bim BH3 peptide fluorescence polarization;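 active = inhibition above the mean of all tested compounds plus 3 SD, cutoff set per campaign, cut at about 30% in these data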;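 also: 0% = DMSO wells and 100% = unlabeled Bim-BH3 peptide competitor; inhibitors lower millipolarization by displacing the labeled peptide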
Target sequence (Q07817 whole entry, looked up): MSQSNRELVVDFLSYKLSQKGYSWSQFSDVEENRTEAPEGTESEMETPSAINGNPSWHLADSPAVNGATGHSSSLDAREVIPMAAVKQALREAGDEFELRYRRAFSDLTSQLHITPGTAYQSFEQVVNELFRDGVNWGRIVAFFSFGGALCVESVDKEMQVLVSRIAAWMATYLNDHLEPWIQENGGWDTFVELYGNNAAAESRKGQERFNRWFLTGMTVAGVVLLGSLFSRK
GRK2 aptamer HTS: inhibitors of human GRK2 displacing RNA aptamer; P25098; bead flow cytometry, FAM-aptamer displacement from GRK2; inhibition of aptamer binding, % at 10 µM; actives 0.59% (n = 330,000); AID 488847;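 active = inhibition of aptamer binding above 40%, roughly 3 SD of noise, on plates passing a quality check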;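 also: median bead fluorescence of bound FAM aptamer so fluorescent compounds give negative values; no value below 0 was filed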
GLD-1 TGE inh: GLD-1-TGE RNA interaction inhibition (C. elegans) | inhibition, % at 5.96 µM | actives 0.44% (n = 320,000) | purified GLD-1 + fluorescein TGE RNA, fluorescence polarization | Q17339;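 active = percent inhibition above a per-plate cutoff, the plate mean of test compounds plus 3 SD, cut at about 30% in these data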;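 also: 0% = DMSO wells with GLD-1 and probe and 100% = wells lacking GLD-1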
PME-1 primary: PME-1 (human) inhibition | actives 0.53% (n = 320,000) | recombinant PME-1, FP-Rh probe fluorescence polarization | inhibition, % at 5.9 µM;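 active = inhibition above the campaign mean of all compounds plus 3 SD, cut at about 26% in these data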;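 also: competitive labeling of PME-1 active site by serine hydrolase directed probe; 0% = PME-1 with DMSO and 100% = wells lacking PME-1 enzyme; inhibitors block probe labeling so polarization falls and inhibition rises; many of its hits are not listed in these tables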
MEX-5 binding: C. elegans MEX-5 TCR-2 RNA binding activity; MEX-5/FITC-TCR2 RNA binding, fluorescence polarization; stronger effect = lower value; activity score (negative = inhibition of binding), % at 10 µM; actives 0.38% (n = 300,000); AID 1832;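 active = inhibition past about -25% in most replicates, and total fluorescence under double the plate's negative control median, limit read from the data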;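 also: 0% = DMSO and -100% = 5 µM competing unlabeled TCR2 RNA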
Target sequence (Q9XUB2 whole entry, looked up): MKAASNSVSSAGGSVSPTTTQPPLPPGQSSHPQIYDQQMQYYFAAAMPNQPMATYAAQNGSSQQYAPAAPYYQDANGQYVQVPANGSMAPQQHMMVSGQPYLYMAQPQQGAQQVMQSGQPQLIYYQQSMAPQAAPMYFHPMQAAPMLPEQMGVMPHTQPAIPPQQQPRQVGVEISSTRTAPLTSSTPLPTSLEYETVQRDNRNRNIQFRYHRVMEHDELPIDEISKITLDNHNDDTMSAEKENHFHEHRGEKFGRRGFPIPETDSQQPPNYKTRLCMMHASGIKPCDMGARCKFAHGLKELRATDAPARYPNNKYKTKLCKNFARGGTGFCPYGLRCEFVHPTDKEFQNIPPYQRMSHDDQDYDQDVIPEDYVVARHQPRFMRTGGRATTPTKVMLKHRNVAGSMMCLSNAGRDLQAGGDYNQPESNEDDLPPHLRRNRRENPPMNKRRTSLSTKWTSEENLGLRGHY
MCL1-BIM inh: MCL1-BIM-BH3 interaction inhibition (human). actives 0.68% (n = 320,000). inhibition, % at 10.9 µM. GST-MCL1 / FITC-Bim-BH3 fluorescence polarization. Q07820. AID 2057;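 active = inhibition above the mean inhibition of all tested compounds plus 3 SD, set per campaign, cut at about 40% in these data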;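 also: 0% = DMSO wells and 100% = unlabeled Bim-BH3 peptide control; higher means more loss of mP so more displacement of Bim peptide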
Target sequence (Q07820 whole entry, looked up): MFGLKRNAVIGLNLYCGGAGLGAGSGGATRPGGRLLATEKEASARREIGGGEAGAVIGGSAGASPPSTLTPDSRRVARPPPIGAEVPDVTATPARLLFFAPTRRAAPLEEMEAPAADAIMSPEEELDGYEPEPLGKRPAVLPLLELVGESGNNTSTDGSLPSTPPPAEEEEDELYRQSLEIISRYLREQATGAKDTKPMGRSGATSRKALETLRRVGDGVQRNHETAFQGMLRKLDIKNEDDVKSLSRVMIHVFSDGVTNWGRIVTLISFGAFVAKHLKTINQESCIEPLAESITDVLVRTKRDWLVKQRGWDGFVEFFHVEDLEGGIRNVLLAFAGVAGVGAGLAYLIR
Active calls of the source: *; . = no result given.

SMILES	Efflux pump inh	Fam108B inh	VLA-4 inh	Bcl-xL primary	GRK2 aptamer HTS	GLD-1 TGE inh	PME-1 primary	MEX-5 binding	MCL1-BIM inh
CCN(CCO)c1ccc(N=Nc2cc(C)[nH]n2)cc1	0.1	-4	3	-18	0	-28	-6	0.4	-22
CCN(CC)CCCN(C(=O)c1ccccc1C)c1nc(-c2ccc(OC)cc2)cs1	0.0	1	0	-1	0	-5	-1	0.8	4
O=C(O)/C=C/C(=O)Nc1ccc(OCc2ccccc2)cc1	0.0	2	0	2	1	-1	-2	-2.5	-2
Cc1ccc(SCC(=O)Nc2ccc(N3CCN(c4ccccc4)CC3)c(F)c2)cc1	-0.1	1	1	-1	21	9	-5	-4.1	-6
O=C(Nc1nc(=O)c2ccccc2s1)c1ccccc1	0.0	3	-2	4	1	-3	-9	-2.2	16
Cc1ccc(NS(=O)(=O)c2cc(C(=O)NCCSc3ccc(C)cc3)ccc2C)cc1	-0.2	-35	26	7	1	3	-50	0.3	-1
CC(=O)N1CN(C2CCS(=O)(=O)C2)Cc2c1sc1c2CCCC1 (stereo not drawn)	0.0	1	3	8	0	-4	4	0.0	6
O=S(=O)(c1ccccc1)N1CCN(Cc2cccc(Br)c2)CC1	0.2	1	0	6	.	0	0	0.2	4
COc1ccc(N=CC2=C(O)CC(c3ccccc3)CC2=O)c(OC)c1 (stereo not drawn)	0.0	2	1	5	1	-4	-1	3.8	9
Cc1ccc(-n2c(C)cc(C=C3C(=O)CC(C)(C)CC3=O)c2C)cc1	-0.1	6	15	2	3	3	8	0.7	-2
COc1ccc(-c2nc3ccccc3c(=O)n2CCc2ccc(O)cc2)cc1	0.1	-1	3	6	0	-6	3	1.5	7
CCOC(=O)N/N=C(\C)c1ccc(OC(F)F)cc1OC(F)F	0.0	1	4	-1	1	11	4	1.3	-2
CC1CCN(Cc2nnnn2-c2ccc(Cl)cc2)CC1	0.3	2	0	1	0	5	-4	0.8	-4
COc1ccc(NC(=O)Nc2ccccc2F)c([N+](=O)[O-])c1	0.3	-2	5	-4	5	0	8	-1.4	8
O=C(c1ccc(Br)o1)N1CCN(c2ccc(F)cc2)CC1	0.1	-2	27	2	0	12	0	1.4	10
O=C(Nc1ccc(N2CCN(C(=O)c3ccco3)CC2)cc1)c1ccccc1	0.1	4	6	4	0	2	-5	1.6	2
CC(=O)Nc1cccc(NC(=O)C2C3C=CC(C3)C2C(=O)O)c1 (stereo not drawn)	0.3	-5	2	-10	1	-5	-4	0.9	-8
O=C(N/N=C1\CCCCc2ccccc21)c1ccccn1	-0.2	-1	3	0	0	-6	-5	0.8	-2
CCc1nnc(NC(=O)c2cccc(S(=O)(=O)N3CCCC3)c2)s1	0.1	-1	4	4	0	-2	-4	-0.7	8
CCc1cccc(NC(=O)Cn2c3[n+](c4ccc(C(F)(F)F)cc42)CCCCC3)c1	0.2	0	4	-14	0	-2	-5	3.3	-28
C/C(=C/c1ccccc1)C(=O)N1CCN(c2ccccc2F)CC1	-0.1	-6	3	2	0	-1	-3	0.0	-3
COc1ccc(CC(NC(C)=O)C(=O)NC2CCN(C(=O)c3ccncc3)CC2)cc1OC (stereo not drawn)	0.1	-4	2	4	0	0	-8	0.0	-1
Cc1[nH]c2ccc(C(=O)NCCN3CCOCC3)cc2c1C	1.4*	-5	8	-9	0	-6	-4	-1.6	-7
COc1ccc(C(=O)c2c(-c3ccc(OC)cc3)oc3ccccc23)cc1	-0.1	.	20	5	0	4	-7	.	1
S=C(Nc1ccc2nccnc2c1)N1CCCC1	-0.1	1	-6	6	1	-1	1	0.4	7
O=C(CSc1nnc(-c2c[nH]c3ccccc23)o1)NCC1CCCO1 (stereo not drawn)	0.2	.	-1	-32	3	-2	-1	.	-21
O=C(NCc1ccccn1)Nc1ccc(F)cc1F	-0.2	3	20	1	1	2	-10	-1.4	5
CCN1C(=O)N[C@@H](c2cccc(C(F)(F)F)c2)C(C(C)=O)=C1C	0.1	1	1	-4	0	3	-3	1.3	-1
S=C(NCCN1CCCCC1)Nc1ccccc1	-0.1	-1	-4	-1	0	-4	3	-0.2	4
Cc1occc1-c1nnc(SCC(=O)NC(C)(C)C)n1C(C)c1ccccc1 (stereo not drawn)	-0.1	-3	-23	0	2	6	2	-1.1	1
CN(C1CCCCC1)S(=O)(=O)c1cc2c3c(c1)CCN3C(=O)CC2	-0.1	4	9	-2	1	-3	1	0.9	0
Cc1cc(C)n(CCNCc2c(C(=O)N3C[C@@H](C)O[C@@H](C)C3)nc3ccc(Cl)cn23)n1	0.0	1	17	4	0	6	-7	-3.3	-2
Cc1ccc(S(=O)(=O)N2CCC(C(=O)OC(C)C(=O)N3CCOCC3)CC2)cc1 (stereo not drawn)	-0.1	3	3	4	0	3	3	1.0	3
CCOc1ccccc1NC(=O)NC1CCCc2ccccc21 (stereo not drawn)	-0.5	0	4	5	0	-1	-1	-3.7	2
CC(C)=C1SC(N2CCN(c3ccc(Cl)cc3)CC2)=NC1=O	0.2	2	-1	3	0	3	3	-4.7	-1
Cc1cc(O)c(C(C)C)cc1NC(=O)Cn1nc(C)c2ccccc2c1=O	-0.1	-3	-1	3	0	4	-4	-0.5	-6
CN(C)c1ccc(C(=S)N2CCCCCC2)cc1	0.0	3	-16	3	0	2	2	-1.6	7
N#Cc1cccc(S(=O)(=O)NCC(=O)OCC(=O)c2ccc[nH]2)c1	0.0	0	13	1	3	0	3	0.0	-3
Cc1cccc(C)c1Nc1nnc(SCC(=O)NCc2ccco2)s1	0.0	2	-2	2	2	2	7	0.4	-2
O=C(COc1ccc(Cl)cc1)NCc1nnc(SCC(=O)Nc2ccc3c(c2)OCCO3)o1	-0.1	-2	3	6	1	-3	-1	-1.0	2
Cc1ccc(-n2c(CNc3ccc(F)cc3)nnc2SCC(=O)O)cc1	0.1	-1	-7	-2	3	-9	-1	-0.4	-4
CN(CC(=O)NC1(C)CCS(=O)(=O)C1)S(=O)(=O)c1ccc(Cl)cc1 (stereo not drawn)	-0.2	-1	-3	-3	5	-1	2	1.1	-7
CCCNC(=O)c1[nH]c(C)c(C(=O)OCC)c1C	0.1	3	-11	5	0	3	2	0.9	1
CC(C)=C(NC(=O)c1ccccc1)C(=O)Nc1cccc(C(=O)O)c1	-0.1	2	4	8	2	3	-1	1.3	-2
Cc1cccc2cc(CN(CCN3CCOCC3)C(=O)NCc3ccccc3)c(=O)[nH]c12	0.2	-3	7	4	0	-7	-5	0.0	12

Just VLA-4 inh, for 2 of the compounds above:
smiles | VLA-4 inh
Cc1cc(O)c(C(C)C)cc1NC(=O)Cn1nc(C)c2ccccc2c1=O | -1
CN(C)c1ccc(C(=S)N2CCCCCC2)cc1 | -16

More records.
SMILES	Efflux pump inh	Fam108B inh	VLA-4 inh	Bcl-xL primary	GRK2 aptamer HTS	GLD-1 TGE inh	PME-1 primary	MEX-5 binding	MCL1-BIM inh
O=C(O)c1ccc2c(c1)C(=O)N(CCC1=CCCCC1)C2=O	0.2	3	28	-3	0	-5	0	-0.3	-9
Cc1ccccc1NC(=O)Nc1cc(-c2ccccc2)nn1C	-0.2	1	4	8	4	-2	9	1.8	4
O=C(CCn1nnnc1CN1CCOCC1)N1CCC(c2ccccc2Cl)C1 (stereo not drawn)	1.2	-5	-1	2	0	2	-2	0.0	0
CNC(=S)N/N=C/c1c(C)nn(-c2cccc(Cl)c2)c1Cl	0.1	3	40	2	3	5	1	3.2	8
COc1ccc(C(c2c(O)nc[nH]c2=O)c2c(O)nc[nH]c2=O)cc1	0.5	2	1	9	0	6	8	-2.3	8
CCCC(C(=O)O)N1C(=O)/C(=C2\C(=O)N(C)c3ccccc32)SC1=S (stereo not drawn)	-0.2	5	12	16	0	2	1	.	19
CSc1ncccc1C(=O)OCC(=O)c1cc(C)n(CC2CCCO2)c1C (stereo not drawn)	0.1	3	5	0	0	5	-3	1.6	0
Cn1c2c(c(=O)n(C)c1=O)C(c1cc3c(cc1Br)OCO3)CC(=O)N2 (stereo not drawn)	0.0	0	-9	8	3	2	-12	-1.6	-1
COc1ccc(S(=O)(=O)CCC(=O)NCCc2ccc(S(N)(=O)=O)cc2)cc1	-0.2	-2	-1	1	0	7	-1	.	0
COc1cccc(CN2C(=O)C(C)N(C(=O)c3c(F)cccc3F)c3ccccc32)c1 (stereo not drawn)	-0.1	0	2	5	11	-8	6	0.1	4
COc1ccc(Cl)cc1Nc1nc(-c2cccnc2)cs1	0.2	4	21	5	0	-3	17	1.6	0
COc1cccc(CCC(=O)Nc2cccc(S(=O)(=O)N3CCCC3)c2)c1OC	-0.1	.	-2	0	0	5	6	.	2
CCN(CC)CCNC(=O)c1ccc(N)cc1	0.0	4	-5	-1	0	0	-4	0.8	3
O=Cc1ccc(Cl)c(Cl)c1	-0.2	.	13	1	1	6	-3	.	-9
COc1ccc(NC(=O)c2ccccc2F)cc1Cl	0.3	0	-2	-5	0	-1	-1	0.9	-3
NC(=O)c1cc([N+](=O)[O-])ccc1NCc1ccccn1	0.0	-1	-13	9	3	1	11	.	9
OCCCNc1ncnc2scc(-c3ccc(Cl)cc3)c12	-0.1	.	21	.	1	.	.	1.9	.
O=C(COC(=O)CNC(=O)c1ccc(Br)cc1)Nc1nnc(-c2ccccc2)o1	0.0	-1	-13	-8	4	5	3	-6.0	2
C[C@H](NC(=O)c1nc[nH]c1C(=O)N1CCN(C(=O)OC(C)(C)C)CC1)C(=O)OCc1ccccc1	0.2	-1	5	2	0	7	-1	-0.9	-2
O=C(NCCN1CCOCC1)c1ccc2c(c1)N(Cc1cccc(F)c1)C(=O)c1ccccc1S2	0.1	-6	-1	9	0	4	1	-2.0	9
COc1ccccc1C1CCN(Cc2ccc(Cl)c(Cl)c2)CC1	-0.1	-2	-2	2	1	1	-3	1.1	-2
O=C(CSc1ccsc1[N+](=O)[O-])N1CCN(c2ccccn2)CC1	-0.1	2	2	8	2	5	8	0.2	15
Cc1ccc(OCCC(=O)OCC(=O)c2c(N)n(CC(C)C)c(=O)n(C)c2=O)cc1	-0.1	.	0	-1	0	8	-5	.	-7
Cc1ccc(NC(=O)COC(=O)c2c(-c3ccccc3)noc2C)cc1	0.1	.	9	0	0	5	-5	.	-4
COC(=O)c1c(C)[nH]c(C=O)c1-c1ccccc1	0.0	1	14	4	0	-9	-3	.	2
CCS(=O)(=O)N1CCC(C(=O)NCc2ccc3c(c2)OCO3)CC1	-0.2	3	7	2	5	10	-2	0.3	1
O=C1CN(c2nc(-c3cccs3)nc3sc4c(c23)CCCC4)CCN1	-0.2	-3	1	8	1	1	-1	-1.7	6
O=C(CCN1C(=O)c2ccccc2C1=O)N1CCN(Cc2ccccc2)CC1	0.0	-5	-4	0	0	-4	3	0.1	2
COc1ccc2[nH]c(C)c(CCN3C(=O)C4CC=CCC4C3=O)c2c1 (stereo not drawn)	0.1	1	12	11	0	2	-1	1.9	9
Cc1nnc(NC(=O)c2c(-c3ccccc3Cl)noc2C)s1	0.0	1	-10	-2	0	2	2	1.0	-3
O=C(O)CCC1OC(=O)C(O)=C1c1ccccc1 (stereo not drawn)	-0.5	-2	-11	6	2	5	-1	-2.2	6
O=C(Cc1ccccc1)Nc1cccc(NC(=O)c2cccs2)c1	-0.1	-3	4	2	3	9	-9	-5.6	9

The list is partial; rates above refer to the full screens.
